Source: PubChem BioAssay
SMN2 splice enh = qHTS Assay for Enhancers of SMN2 Splice Variant Expression. AID 1458, 2008. actives 2.8% (n = 210,000). HEK293 SMN2-luciferase splicing reporter, luminescence, 30-36 h. Potency, µM (highest dose often 46.1 µM), for the others: at the highest dose activity change, positive = activation, most hits filed as activators; note: % of control where 0% means no effect; nearly all actives have a fitted effect of over 55% in size
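HEK293 cells carry an SMN2 […]–luciferase reporter in which exon 7 inclusion puts luciferase in frame. Cells were plated 10-12 h before compound addition, then incubated 30-36 h at 37C. ONE-Glo luminescence was read; sodium butyrate at 4.5 mM final served as control.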
KinaseGlo FLuc = Counterscreen for Luciferase (Kinase-Glo TM) Inhibition; Luciferin 4-monooxygenase (Photuris pensylvanica), Q27757; Kinase-Glo luciferase, ATP luminescence, 8 min; Potency, µM (titrated, usually from 38.3 µM), inactives show at the highest dose activity change, negative = inhibition, actives largely listed as inhibitors; actives 0.28% (n = 200,000); AID 1379, 2008; note: % is set by controls: 0 for no effect and ±100 for the full control effect; nearly all actives have a fitted effect of over 60% in size
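Substrate mix (final 50 mM imidazole pH 7.2, 50 mM KCl, 7 mM MgCl2, 10 uM ATP, 0.01% Tween 20, 0.05% BSA) plus pin-tool compound, then Kinase-Glo detection mix; 8 min ambient, luminescence read.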
Tau fibril ThT = qHTS for Inhibitors of Tau Fibril Formation, Thioflavin T Binding. Microtubule-associated protein tau (Homo sapiens), P10636. recombinant tau K18 P301L, heparin-induced fibrillization, ThT fluorescence. Potency, µM (top dose mostly 57.4 µM), inactives show at the highest dose activity, negative = inhibition, hits mostly inhibitors. actives 2.1% (n = 270,000). AID 1460, 2008; note: % is set by controls: 0 for no effect and ±100 for the full control effect; nearly all actives have a fitted effect of over 55% in size
Target sequence (P10636 561-689 P618L limits assumed): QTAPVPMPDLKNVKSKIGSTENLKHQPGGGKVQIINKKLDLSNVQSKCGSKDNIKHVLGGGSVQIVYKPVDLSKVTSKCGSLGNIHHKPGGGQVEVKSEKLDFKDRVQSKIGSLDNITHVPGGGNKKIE
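ThT emission at 510 nm, taken 1 hr after adding 30 uM dye, quantifies aggregates formed when 20 uM heparin acts on human tau K18 P301L for 6 hr at 37 C.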
RECQ1 helicase = qHTS Assay for Inhibitors of RecQ-Like Dna Helicase 1 (RECQ1); ATP-dependent DNA helicase Q1 (Homo sapiens), P46063; RECQ1 DNA unwinding, red fluorescence kinetic read; Potency, µM (series often up to 57.3 µM), inactives show at the highest dose activity, negative = inhibition, actives largely listed as inhibitors; actives 0.54% (n = 240,000); AID 2549, 2010;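 note: plate controls were vehicle for no effect and no enzyme for full effect; nearly all actives have a fitted effect of over 30% in size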
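RECQ1T1 50 nM; forked duplex (20 bp + 30-nt ss tails) 200 nM, ATP 2 mM final; pH 8.0, 2 mM MgCl2, 2.5 ug/ml poly(dI-dC); 15 min compound preincubation; discontinuous kinetic read over 2 h at RT.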
L3MBTL1 inh = qHTS Assay for the Inhibitors of L3MBTL1. AlphaScreen L3MBTL1–H3K9me1 peptide binding. Potency, µM (series often up to 57.1 µM), without a hit: at the top dose activity, negative = inhibition, usual class: inhibitors. actives 0.66% (n = 230,000). AID 485360, 2010; note: % is set by controls: 0 for no effect and ±100 for the full control effect; nearly all actives have a fitted effect of over 60% in size
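L3MBTL1 50 nM + b-AHA-H3(1-15)K9me1 75 nM, 30 min RT; compound added, 30 min RT; streptavidin donor/Ni-chelate acceptor beads 10 ug/mL each final, 30 min RT dark; AlphaScreen read.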
JMJD2E inh = qHTS Assay for Inhibitors of Human Jumonji Domain Containing 2E (JMJD2E); Potency, µM (highest dose often 57.1 µM), without a hit: at the top dose activity change, negative = inhibition, most hits filed as inhibitors; Lysine-specific demethylase 4E (Homo sapiens), B2RXH2; actives 1.6% (n = 230,000); JMJD2E catalytic domain, FDH-coupled NADH fluorescence (FDH is formaldehyde dehydrogenase); AID 2147, 2009; active = well fitted inhibition curve with a large enough effect, not every such curve was filed as active; inconclusive = small, poorly fitted or top-dose-only effect, or another doubt; inactive = no such curve, though single readings can be large or run the other way;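 note: 0% = wells with enzyme and -100% = buffer wells without enzyme; nearly all actives have a fitted effect of over 50% in size; many of its hits are not listed in these tables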
Target sequence (B2RXH2 1-337 limits assumed): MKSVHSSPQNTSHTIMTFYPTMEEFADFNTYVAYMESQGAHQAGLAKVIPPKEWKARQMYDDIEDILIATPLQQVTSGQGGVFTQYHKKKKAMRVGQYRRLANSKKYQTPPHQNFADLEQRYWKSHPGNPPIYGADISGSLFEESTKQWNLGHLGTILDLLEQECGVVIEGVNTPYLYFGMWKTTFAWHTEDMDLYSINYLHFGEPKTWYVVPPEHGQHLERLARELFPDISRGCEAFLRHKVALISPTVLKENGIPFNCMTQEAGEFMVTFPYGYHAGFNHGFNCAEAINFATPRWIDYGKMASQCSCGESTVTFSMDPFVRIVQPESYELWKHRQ
ALDH1A1 block = qHTS Assay for Inhibitors of Aldehyde Dehydrogenase 1 (ALDH1A1); actives 7.3% (n = 220,000); Aldehyde dehydrogenase 1A1 (Homo sapiens), P00352; Potency, µM (highest dose often 75.3 µM), without a hit: at the top dose activity, negative = inhibition, hits mostly inhibitors; Purified ALDH1A1, NADH fluorescence, propionaldehyde substrate; AID 1030, 2008; active = well fitted inhibition curve with a large enough effect, not every such curve was filed as active; inconclusive = small, poorly fitted or top-dose-only effect, or another doubt; inactive = no such curve, though single readings can be large or run the other way;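 note: plate controls were no enzyme wells and a reference inhibitor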
Target sequence (P00352 whole entry, looked up): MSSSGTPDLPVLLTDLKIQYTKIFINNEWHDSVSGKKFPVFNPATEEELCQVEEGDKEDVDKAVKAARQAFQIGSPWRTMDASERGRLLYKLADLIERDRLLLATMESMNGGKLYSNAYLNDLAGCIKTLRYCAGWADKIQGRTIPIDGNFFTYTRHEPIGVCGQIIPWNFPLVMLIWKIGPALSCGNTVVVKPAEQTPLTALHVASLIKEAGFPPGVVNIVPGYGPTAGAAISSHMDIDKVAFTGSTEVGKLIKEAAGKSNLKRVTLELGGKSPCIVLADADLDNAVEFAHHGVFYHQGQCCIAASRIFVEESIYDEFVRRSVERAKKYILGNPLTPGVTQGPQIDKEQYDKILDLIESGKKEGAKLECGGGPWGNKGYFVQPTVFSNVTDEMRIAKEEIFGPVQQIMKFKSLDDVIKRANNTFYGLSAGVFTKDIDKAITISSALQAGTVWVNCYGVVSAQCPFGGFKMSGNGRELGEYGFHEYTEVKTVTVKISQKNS
LMNA splice mod = qHTS Assay for Modulators of Lamin A Splicing; HeLa LMNA splicing GFP/RFP minigene ratio, 48 h; Potency, µM (doses to about 46.1 µM), for inactives: top-dose ratio change, negative = inhibition, usual class: inhibitors; actives 0.01% (n = 200,000); AID 1487, 2009; active = well fitted inhibition curve with a large enough effect in the signal ratio, with a control signal flat, not every such curve was filed as active; inconclusive = small, poorly fitted or top-dose-only effect, or effect the other way, or a change in a side signal; the % refers to the signal ratio; note: % is set by controls: 0 for no effect and ±100 for the full control effect
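S3 HeLa stable clones carrying a lamin A-EGFP splicing minigene plus DsRed2 were seeded at 600 cells/well in Opti-MEM with 2% FBS, pin-dosed and incubated 48 h at 37°C. Acumen cytometry (488 nm) gave the GFP/RFP total-intensity ratio.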
Numbers without * were called inactive; i = inactive; ? = inconclusive; . = not tested or not shown; & = joins results of further samples; [ ] = remark or other dose. Unless noted, calls come from the whole dose curve; as a rule, active = well fitted curve in the direction sought with a large enough effect; inconclusive = small, poorly fitted or top-dose-only effect, or another doubt; inactive = no such curve, though single readings can be large; an effect the other way counts as inactive or inconclusive. Potency is the fitted concentration of half-maximal effect.

SMILES	SMN2 splice enh	KinaseGlo FLuc	Tau fibril ThT	RECQ1 helicase	L3MBTL1 inh	JMJD2E inh	ALDH1A1 block	LMNA splice mod
OCCCN1CCN(CCOc2ccccc2-c2ccccc2)CC1	4%	-2%	-2%	-2%	2%	1%	14%	?
CCn1c2ccccc2c2cc(/C=N/NC(=O)c3ccncc3)ccc21	.	-5%	?	-13%	-7%	-23%	?	18%[46 µM]
C/C(NC1CCCC1)=C(/C#N)C(N)=O	7%	-1%	6%	i	-5%	11%	10%	7%
CC1=C(n2nnc3ccccc32)C(c2ccccc2)C(C#N)=C(N)O1 (stereo not given)	?	0%	?	1%	0%	?	13µM*	-16%
CNC(=O)c1[nH]cnc1C(=O)N[C@@H](Cc1ccccc1)C(=O)OC(C)(C)C	.	.	1%	-15%	-3%	10%	3%	.
CC(C)CC(=O)CN1C(=O)C2(OCCO2)c2ccccc21	0%	3%	12%	-4%	11%	-2%	-9%	-16%
CC(=O)Nc1ccc(OC[C@@H](O)CNC(C)C)cc1	2%[20.6 µM]	0%	-5%	-2%	.	23%	2%	?
O=C(Cc1cccc2ccccc12)NCCOc1ccccc1F	.	-3%	-18%	-7%	2%	?	17%	-7%[46 µM]
Cc1cccc2cc(C#N)c(SCC(=O)NNC(=O)Cc3ccccc3)nc12	13%	-1%	?	i	11%	0%	4%	-4%
CC(Sc1nnc(-c2ccc(O)cc2)o1)C(=O)Nc1cccc2ccccc12 (stereo not given)	9%	-3%	-8%	-2%	.	-5%	0%	-6%
CCn1ncc(/C=N/O)c1C	12%	-4%	-10%	16%	.	4%	12%	0%
Cn1c(NCC(O)CO)nc2c1c(=O)n(Cc1ccc(Cl)c(Cl)c1)c(=O)n2C (stereo not given)	14%	2%	11%	-3%	-5%	-2%	13%	2%
CCOCCn1c(CC)nc2ccccc21	.	1%	-15%	5%	-3%	6%	2%	-4%[46 µM]
COCCn1c(SCC(=O)Nc2ccccc2C)nc2c(oc3ccccc32)c1=O	-9%	1%	-7%	-11%	-10%	-11%	?	-4%
O=C(CN1CCCN(Cc2ccc(F)cc2Cl)C1=O)NC1CCCC1	-21%	-1%	2%	9%	.	7%	10%	.

Part of the list above in order of heavy-atom count, high to low.
SMILES	SMN2 splice enh	KinaseGlo FLuc	Tau fibril ThT	RECQ1 helicase	L3MBTL1 inh	JMJD2E inh	ALDH1A1 block	LMNA splice mod
Cn1c(NCC(O)CO)nc2c1c(=O)n(Cc1ccc(Cl)c(Cl)c1)c(=O)n2C (stereo not given)	14%	2%	11%	-3%	-5%	-2%	13%	2%
O=C(Cc1cccc2ccccc12)NCCOc1ccccc1F	.	-3%	-18%	-7%	2%	?	17%	-7%[46 µM]
CCOCCn1c(CC)nc2ccccc21	.	1%	-15%	5%	-3%	6%	2%	-4%[46 µM]

(continued)
SMILES	SMN2 splice enh	KinaseGlo FLuc	Tau fibril ThT	RECQ1 helicase	L3MBTL1 inh	JMJD2E inh	ALDH1A1 block	LMNA splice mod
Cc1cc(S(=O)(=O)Nc2ccccc2C)ccc1F	8%	2%	-1%	-3%	7%	-6%	-6%	-3%
COC(=O)NCC(C)OC(=O)Nc1ccc(Cl)cc1 (stereo not given)	.	-2%	?	-3%	-4%	16%	13%	0%[46 µM]
C=CCn1c(SC(C)C#N)nc2sc(CC)cc2c1=O (stereo not given)	-42%[inhibitor]	1%	-13%	-19%	.	-1%	2µM*	0%[46 µM]
COc1ccc(NC(=O)Cn2cnc3sc(C)c(S(=O)(=O)N4CCN(C)CC4)c3c2=O)cc1OC	-12%&6%	1%	-1%&-3%	-3%	.	0%	-2%	9%[46 µM]
CCCOc1ccc(-c2cc(C(F)(F)F)c(C#N)c(SCC(=O)O)n2)cc1	.	.	?	-4%	.	?	?	.
CCN1CCC2(CC1)Oc1c(OC)cccc1C1CC(c3cccnc3)=NN12 (stereo not given)	.	.	1%	-1%	-6%	-29%	.	.
Cc1ccc(CNc2ccc(Cl)cc2[N+](=O)[O-])cc1	1%	2%	?	i	?	2%	-6%	11%
CCSC(N)=Nc1ccc(C(F)(F)F)cc1	-4%	-3%	12%	13%	.	-7%	?	?
Cc1ccc(O)c(C(=O)c2cc(C#N)c(=O)n(C(C)c3ccccc3)c2)c1 (stereo not given)	-13%	2%	-11%	-10%	.	3%	?	.
COc1ccc(OC)c(C(C(=O)NCc2ccco2)N(C(=O)Cn2nnc3ccccc32)C2CC2)c1 (stereo not given)	.	.	-6%	-9%	5%	9%	-7%	2%
COc1ccccc1C(=O)NC(=S)Nc1ccc(S(=O)(=O)N2CCN(C)CC2)cc1	-5%	1%	3%	i	-21%	-6%	?	6%
Oc1ccc(/C=N/Nc2cc(N3CCCC3)nc(N3CCCC3)n2)cc1	-34%[inhibitor]	0%	?	9%	0%	?	9%	-12%
CCCCOC(=O)Sc1nc2ccccc2o1	13%	1%	?	-5%	-1%	2%	?	?
Oc1ccccc1/C=N/Nc1cccc2cccnc12	?	-17%	?	-11%	-9%	?	-7%	-2%
S=c1nc(C2CCCCC2)[nH][nH]1	-9%	3%	-10%	-15%	-2%	?	?	-2%
COc1cc(NC(=O)CSc2nc3ccccc3cc2Cc2ccccc2)cc(OC)c1	1%	-2%	8%	i	-4%	-1%	10%	4%
O=S1(=O)CC/C(=N/Nc2ccc(C(F)(F)F)cn2)c2cc(F)ccc21	-9%	4%	-11%	-6%	-14%	-23%	1%	?
CNC(=S)NNC(=O)c1cccn(Cc2ccc(Cl)c(Cl)c2)c1=O	-2%	-7%	0%	-5%	-5%	?	?	3%
O=[N+]([O-])c1ccc(-c2c[nH]c(=S)[nH]2)cc1	.	.	25µM*	-5%	?	22%	0.5µM*	.
CC(=O)Nc1ccc(NC(=O)C(C)OC(=O)c2ccccc2Sc2ccccc2C#N)cc1 (stereo not given)	-3%	0%	15%	8%	0%	4%	-1%	-13%
CCOC(=O)c1ccccc1NC(=O)c1cn(-c2ccc(OC)cc2)c(=O)c2ccccc12	-35%	0%	-9%	2%	-9%	?	?	6%
CC1(C)Cc2c(ccc3ccccc23)-c2nnc(-c3cccnc3)n21	-7%	0%	-5%	-1%	3%	-10%	4%	1%
O=C(NC(NC(=O)c1ccccc1)C(=O)c1ccccc1)c1ccccc1	8%	2%	7%	i	5%	2%	9%	2%
CS(=O)(=O)N1CCCC(C(=O)N2CCc3ccccc3C2)C1 (stereo not given)	-7%	-4%	-2%	-7%	0%	-2%	17%	14%
COc1ccc(Br)cc1CNC(=O)CCN1C(=O)COc2ccccc21	-6%	5%	-5%	-9%	-6%	10%	5%	-5%
O=C(NCc1ccco1)C1CC(c2ccccc2O)=NO1 (stereo not given)	.	3%	-5%	i	-7%	?	-4%	7%[46 µM]
N#CC(c1ccc(F)cc1)c1ccc(C(=O)c2ccc(F)cc2)cc1 (stereo not given)	-53%[inhibitor]	2%	-7%	-10%	.	2%	?	?
COc1ccc(-c2csc(N3N=C(C)C(C)C3=O)n2)cc1 (stereo not given)	?	-4%	?	-14%	32%[activator]	-4%	?	.
CSc1cccc(-n2c(C)cc(C(N)=O)c2C)c1	-15%	12%	-9%	-5%	-14%	-6%	6%	10%
CCC(CC)C(=O)Nc1ccncc1	0%	-2%	-6%	i	10%	11%	9%	.
O=C(CCCOc1ccc(Cl)cc1Cl)N/N=C\C1CCCCC1	-11%	-4%	1%	-13%	3%	6%	?	?
O=C1NC(=Nc2ccccc2)c2c1cccc2[N+](=O)[O-]	?	5%	0%	-5%	0%	0%	11%	-6%
COc1ccc(-n2c(C)cc(SC)c(C(C)=O)c2=S)cc1	17%	-2%	5%	i	.	12%	7%	0%
CC(C)(C)C(=O)NC1=NCCS1	-2%	0%	-13%	i	-3%	1%	-3%	13%
CC(=O)c1ccc(N2Cc3ccccc3C3(CCOCC3)C2=N)cc1	3%	1%	?	i	-4%	-23%	-8%	.
CCN1CC(CN(C)Cc2nc(Cc3ccccc3)no2)CC1=O (stereo not given)	.	.	-3%	-13%	-3%	5%	0%	.
Cc1nn(-c2ccccc2)c2c1C1(C(=O)Nc3ccccc31)N1C(=N2)Sc2ccccc21 (stereo not given)	-13%	0%	-11%	i	-8%	-7%	-2%	-4%
COc1ccc(S(=O)(=O)Nc2ccc(S(=O)(=O)N3CCCCC3)cc2)cc1	1%	2%	-6%	-8%	0%	3%	0.35µM*	0%
C=C1C(=O)C=C2CN(C(=O)c3ccccc3)[C@@](Cc3ccc(OC)cc3)(C(=O)OC)[C@@H]12	-97%[inhibitor]	-5%	?	1%	.	?	?	.
Cc1onc(-c2c(F)cccc2Cl)c1C(=O)NCc1ccco1	-9%	0%	-4%	-1%	-6%	5%	?	10%
CNC(=O)/C(=C\C=C\c1ccccc1)NC(=O)c1ccc([N+](=O)[O-])cc1	-2%	-1%	?	1%	-1%	-3%	-12%	-7%
CC1CCCN(c2nc3c(c(=O)[nH]c(=O)n3C)n2Cc2ccccc2Cl)C1 (stereo not given)	-1%	2%	-4%	i	-5%	-4%	10µM*	-4%
O=C(COC(=O)CCSc1ccc(Cl)cc1)NCc1ccccc1Cl	-1%	0%	-5%	-1%	31%[activator]	-8%	-14%	4%
CN(C)CCCN1C(=O)C(=O)/C(=C(/O)c2ccncc2)C1c1ccccc1 (stereo not given)	-14%	1%	6%	-3%	0%	?	-5%	?
Cc1ccc(NC(=O)c2ccc3ccccc3n2)cc1S(=O)(=O)N(C)C	22µM*	0%	-5%	i	0%	9%	?	.

Only part of the results is shown; rates above refer to the full screens.
